# Assay outcomes from PubChem.
# EWS-Fli inh: blocks EWS/Fli oncoprotein-driven transcription. A673 NR0B1-luciferase reporter, viability-normalised. AID 651661. inhibition, % at 12.6 µM. hit rate 0.67% among 350,000;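 active = mean inhibition of at least 50% after viability correction, with every replicate also passing that limit; inconclusive = mean reaches 50% but only one of two replicates passes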;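 note: firefly luciferase signal divided by Alamar Blue viability fluorescence both relative to DMSO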
# PAX8 inh HTS: lowers PAX8-driven luciferase in RMG-I cells; RMG-I TPO-luciferase reporter, SteadyGlo, 24 h; inhibition, % at 12.6 µM; hit rate 1.2% among 360,000; AID 652154;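 active = mean replicate inhibition at least 60% with every replicate also reaching 60%; inconclusive = only one of the two criteria is met; inactive = mean below 60% and not all replicates reaching 60%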;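 note: luciferase light reporting Pax8 driven TPO promoter activity; plate controls were median of neutral control wells for no effect and mitoxantrone controls for full effect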
# LGR2 antag: Drosophila LGR2 receptor signaling inhibition; HEK293 LGR2, CRE-luciferase, bursicon-stimulated, 4 h; inhibition, % at 9.99 µM; hit rate 0.35% among 380,000;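 active = drop in luminescence signal, shown as inhibition above about 50% in the replicate tests, limit read from the data, passing the limit was not always enough; inconclusive = probably only some replicates passing the limit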;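 note: agonist challenge used bursicon conditioned medium at about half maximal strength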
# SIRT5 inh: inhibitors of human sirtuin-5 desuccinylase; AID 652115; Purified SirT5, succinyl-peptide AMC, trypsin-coupled fluorescence; Q9NXA8; inhibition, % at 15 µM; hit rate 1.1% among 330,000; in the data active = inhibition above about 15%; inconclusive = no clear call, values can overlap the other calls
# Target sequence (Q9NXA8 whole entry, looked up): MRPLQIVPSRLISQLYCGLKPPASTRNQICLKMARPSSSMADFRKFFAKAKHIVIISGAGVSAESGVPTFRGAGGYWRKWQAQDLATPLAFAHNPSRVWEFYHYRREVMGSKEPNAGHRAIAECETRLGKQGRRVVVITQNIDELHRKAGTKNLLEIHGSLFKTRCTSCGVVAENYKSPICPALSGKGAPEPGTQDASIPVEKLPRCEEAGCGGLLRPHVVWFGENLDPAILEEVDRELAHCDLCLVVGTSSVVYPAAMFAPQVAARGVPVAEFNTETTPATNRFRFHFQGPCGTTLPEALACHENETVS
# DENV2 CPE rescue: inhibitors of DENV2 cytopathic effect. AID 651640. CPE inhibition, % at 9.99 µM. hit rate 1.7% among 350,000. DENV2-infected cells, cytopathic effect rescue, plate reader; in the data active = CPE inhibition above about 20%, passing the limit was not always enough; inconclusive = no clear call, values can overlap the other calls; tested in BHK-21 cells;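 note: 0% = median of neutral control wells and 100% = median of positive control wells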
# ARNT-TACC3 inh: disrupts binding between human ARNT and TACC3 | Q9Y6A5 | inhibition, % at 9.99 µM | AID 623870 | hit rate 0.66% among 390,000 | AlphaScreen His-ARNT PAS-B/GST-TACC3 binding, luminescence; TACC3 fragment carries E629A point mutation;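 active = mean inhibition of replicates at least 50% and at least half of replicates each reaching 50%; inconclusive = half or more replicates reach 50% but mean below 50%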;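 note: 0% = complete ARNT plus TACC3 wells and 100% = ARNT alone without TACC3; many hits fall short of the cut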
# CASP6 VEID inh: blocks human caspase-6 cleavage activity; purified caspase-6, Z-VEID-R110 cleavage fluorescence; inhibition, % at 12.5 µM; P55212; AID 686996; hit rate 0.53% among 350,000;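 active = mean inhibition across replicates at least about 35%, with every replicate also reaching that limit, limit read from the data; inconclusive = only one of the two criteria met; inactive = neither criterion met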;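 note: 0% = median of neutral control wells and 100% = no fluorescence left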
# Target sequence (P55212 24-179 limits assumed): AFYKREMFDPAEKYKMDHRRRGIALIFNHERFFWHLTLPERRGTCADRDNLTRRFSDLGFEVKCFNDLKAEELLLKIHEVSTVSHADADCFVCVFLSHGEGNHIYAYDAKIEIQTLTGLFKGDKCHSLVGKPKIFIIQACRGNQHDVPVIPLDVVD
# Target sequence (P55212 194-293 limits assumed): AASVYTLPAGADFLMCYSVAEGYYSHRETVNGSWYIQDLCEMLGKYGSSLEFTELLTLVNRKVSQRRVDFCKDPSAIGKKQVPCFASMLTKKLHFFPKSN
# * hit, by the source's call; ? = inconclusive; / = no result given; & = joins results of further samples.
# The first 7 entries, ahead of the listing:
SMILES,EWS-Fli inh,PAX8 inh HTS,LGR2 antag,SIRT5 inh,DENV2 CPE rescue,ARNT-TACC3 inh,CASP6 VEID inh
CC(=C/c1ccc(C(C)C)cc1)/C=N/NC(=O)c1ccncc1,-54,-49,/,2,-2,0,-4
C[C@H]1CN([C@@H](C)CO)C(=O)c2cccc(NC(=O)Nc3ccc(C(F)(F)F)cc3)c2O[C@@H]1CN(C)Cc1ccc(Cl)c(Cl)c1,4&20,27,15&43,9&4,-1&4,5&-4,3&0
CCn1c(=O)c(C(=O)NNC(=O)c2ccccc2F)c(O)c2ccccc21,15,15,7,-9,-8,8,-2
O=C(O)c1ccc(/C=N/NC(=O)c2ccc(CN3c4cccc5cccc(c45)S3(=O)=O)cc2)cc1,0,-4,16,-2,5,2,31
Oc1ccc(C[C@H]2CNC(=S)N2CC2CCCN2C[C@H](Cc2ccc(O)cc2)N2C[C@H](Cc3ccccc3)N(CC3CCCCCC3)C2=S)cc1 (stereo not given in full),20,90*,8,/,-7,35,-1
COc1ccc(NC(=O)CCC(=O)N2CCN(S(=O)(=O)c3ccc(C)cc3)CC2)c(OC)c1,-4,6,8,0,8,9,3
CN(C)CCCNC(=S)N(CCCN(C)C)Cc1cc2cc3c(cc2[nH]c1=O)OCO3,18,21,6,8,4,7,-34

# This part in full, repeating the preview:
SMILES,EWS-Fli inh,PAX8 inh HTS,LGR2 antag,SIRT5 inh,DENV2 CPE rescue,ARNT-TACC3 inh,CASP6 VEID inh
CC(=C/c1ccc(C(C)C)cc1)/C=N/NC(=O)c1ccncc1,-54,-49,/,2,-2,0,-4
C[C@H]1CN([C@@H](C)CO)C(=O)c2cccc(NC(=O)Nc3ccc(C(F)(F)F)cc3)c2O[C@@H]1CN(C)Cc1ccc(Cl)c(Cl)c1,4&20,27,15&43,9&4,-1&4,5&-4,3&0
CCn1c(=O)c(C(=O)NNC(=O)c2ccccc2F)c(O)c2ccccc21,15,15,7,-9,-8,8,-2
O=C(O)c1ccc(/C=N/NC(=O)c2ccc(CN3c4cccc5cccc(c45)S3(=O)=O)cc2)cc1,0,-4,16,-2,5,2,31
Oc1ccc(C[C@H]2CNC(=S)N2CC2CCCN2C[C@H](Cc2ccc(O)cc2)N2C[C@H](Cc3ccccc3)N(CC3CCCCCC3)C2=S)cc1 (stereo not given in full),20,90*,8,/,-7,35,-1
COc1ccc(NC(=O)CCC(=O)N2CCN(S(=O)(=O)c3ccc(C)cc3)CC2)c(OC)c1,-4,6,8,0,8,9,3
CN(C)CCCNC(=S)N(CCCN(C)C)Cc1cc2cc3c(cc2[nH]c1=O)OCO3,18,21,6,8,4,7,-34
CCN1C[C@@H]2[C@@H]3C(=O)N(C)C(=O)[C@@H]3[C@](C)(C1=O)N2C(=O)c1ccc(Br)cc1,-7,-2,-18,-5,?,0,-2
COc1ccc(NC(=O)N(C)[C@H]2C[C@H]3c4[nH]c5ccc(-c6ccc7c(c6)OCO7)cc5c4CCN3C[C@H]2[C@H](C)O)cc1,9,-4,6,-2,-2,/,-4
CCCC#Cc1ccc2c(c1)O[C@H](CN(C)CC1CCOCC1)[C@@H](C)CN([C@H](C)CO)S2(=O)=O,19,1,12,8,-3,6,1
COC(=O)C1=C(C)N(Cc2ccc(OC)cc2)C(=O)C1,-5,/,5,9,-7,5,7
C[C@@H]1CN([C@@H](C)CO)C(=O)c2cc(C#CC3CCCCC3)cnc2O[C@@H]1CN(C)Cc1cncnc1,-1,/,1,-4,-8,-3,1
CC(=O)Nc1c(C)ccc(S(N)(=O)=O)c1C,7,6,2,-4,-4,-1,0
C[C@H](CO)N1C[C@H](C)[C@H](CN(C)C(=O)C2CC2)Oc2cc(-c3ccncc3)ccc2S1(=O)=O,-4,/,-3,-8,-4,-7,1
CN(C)C1=NC[C@H](Cc2ccccc2)N1CCCCc1ccccc1,6,-15,/,/,-1,1,0
COc1ccccc1S(=O)(=O)N[C@@H]1CC[C@@H](CCNC(=O)C2CC2)O[C@H]1CO,3,0,8,0,2,-7,-1
COc1ccc(CNC(=O)CN(C(=O)CCC(=O)Nc2nccs2)c2cccc(C)c2)cc1,-6,20,4,-3,1,-1,0
COc1ccc(S(=O)(=O)N[C@H]2CC[C@@H](CCn3cc(-c4cccc(F)c4)nn3)O[C@H]2CO)cc1,2,17,7,0,16,4,1
O=C(C[C@H]1C[C@@H]2c3cc(NC(=O)CC4CC4)ccc3O[C@@H]2[C@H](CO)O1)NCc1ccncc1,-7,4,23,0,4,-5,-3
CCc1nc2ccc(C(=O)NCCCn3ccnc3)cn2c1N(C)Cc1cc2ccccc2s1,-7,2,-5,3,13,/,-11
Cn1cnc(CCNC(=O)C[C@@H]2CC[C@@H]3[C@H](COC[C@H](O)CN3C(=O)Nc3ccc(C(F)(F)F)cc3)O2)c1,1,8,5,/,-2,11,/
CCCNC(=O)C[C@@H]1C[C@H]2c3cc(NS(=O)(=O)c4cccc(OC)c4)ccc3O[C@H]2[C@@H](CO)O1,-3,/,7,-2,4,-10,1
COC(=O)C[C@H]1C[C@@H]2c3cc(NC(=O)Cc4ccncc4)ccc3O[C@@H]2[C@@H](CO)O1,7,7,1,-1,10,6,-1
CC=Cc1ccc2n(c1=O)C[C@@H]1[C@@H](CO)[C@H](C(=O)NCc3ccncn3)N(C(=O)C3CCCC3)[C@H]21 (mixture of isomers),-4,-13,-7,-2,-5,/,-2
CCOC(=O)c1cccc(NC(=O)CSc2nnc(COc3ccccc3C)o2)c1,/,/,-3,-6,/,-3,-1
COc1ccc(CNS(=O)(=O)c2ccc3c(c2)CC(C)N3C(=O)C2CC2)cc1 (stereo not given),/,-3,8,-4,0,0,2
O=C/C=C/c1coc2ccc3ccccc3c2c1=O,7,0,8,4,-2,/,-4
Cc1ccc(S(=O)(=O)N2CCN(C(=O)COC(=O)/C=C/c3ccc(F)cc3)CC2)c(C)c1,-4,-6,6,0,5,-1,0
COc1ccc(-c2c(C)[nH]n3c(=O)c(Cc4ccccc4)c(C)nc23)cc1,27,14,/,12,4,17,3
CCN1CCN(CC(=O)N2c3ccccc3Sc3ccccc32)CC1,9,-5,-38,1,-4,-21,-3
O=C(c1cc(S(=O)(=O)N2CCOCC2)c(Cl)cc1Cl)N1CCCCC1CO (stereo not given),-1,-1,-1,-2,-3,/,0
Cc1ccc(NC(=S)N2CCC(NC(=O)c3ccco3)CC2)cc1C,0,10,-11,9,0,2,-1
CCCn1nc(NC(=O)CC(C)C)c2cc3cccc(C)c3nc21,-11,-20,-19,-8,-4,-29,1
COc1cc(NC(=O)c2ccc(-c3csc(C)n3)cc2)c(OC)cc1Cl,-3,-4,3,-8,0,-21,4
Cc1ccc(NC(=O)/C=C/c2ccco2)nc1,4,47,-38,-4,-5,-2,15
Cc1ccc(S(=O)(=O)N(C)C[C@H]2OCCCC[C@H](C)Oc3ccc(NC(=O)Nc4ccc(C(F)(F)F)cc4)cc3C(=O)N([C@H](C)CO)C[C@@H]2C)cc1,9,30,-8,4,55*,13,1

# Nothing new here: two of the compounds above.
SMILES,EWS-Fli inh,PAX8 inh HTS,LGR2 antag,SIRT5 inh,DENV2 CPE rescue,ARNT-TACC3 inh,CASP6 VEID inh
Oc1ccc(C[C@H]2CNC(=S)N2CC2CCCN2C[C@H](Cc2ccc(O)cc2)N2C[C@H](Cc3ccccc3)N(CC3CCCCCC3)C2=S)cc1 (stereo not given in full),20,90*,8,/,-7,35,-1
COc1ccc(NC(=O)CCC(=O)N2CCN(S(=O)(=O)c3ccc(C)cc3)CC2)c(OC)c1,-4,6,8,0,8,9,3

# (next part)
SMILES,EWS-Fli inh,PAX8 inh HTS,LGR2 antag,SIRT5 inh,DENV2 CPE rescue,ARNT-TACC3 inh,CASP6 VEID inh
Cc1ccc(C(C(=O)NC(C)(C)C)N(Cc2ccc3c(c2)OCO3)C(=O)c2ccc(CN3CCOCC3)o2)o1 (stereo not given),11,-29,8,-1,-1,5,1
COc1ccc(-c2nc(C3CCCCC3)c3cc(OC)ccc3n2)cc1,3,13,-13,-6,?,-1,-1
Clc1nc2ccccc2cc1-c1nnn(-c2ccccc2)n1,-119,-122,-40,/,-13,-7,0
C[C@H](NC(=O)c1nc[nH]c1C(=O)N1CCN(C(=O)OC(C)(C)C)CC1)c1ccccc1,-2,18,8,/,?,1,5
CCN(CC)c1ccc(S(=O)(=O)N2CCOCC2)cc1NC(=O)c1cc(=O)c2ccccc2o1,14,-6,7,6,-8,4,-2
CN(C)/C=C(\C=O)c1ccc(Cl)cc1Cl,1,-5,4,1,-2,-1,1
CCN(c1ccccc1)S(=O)(=O)c1ccc(OC)c(NC(=O)CCc2nc3ccccc3c(=O)[nH]2)c1,8,31,0,0,-11,-4,0
CCn1nc(C)cc1C(=O)Sc1ccc(C)cc1,16,-2,29,-5,6,-4,-5
CCOc1ccc(-c2nc(CCl)cs2)cc1OC,-6,-76,-40,-11,3,-14,-1
CC(C)NC(=O)N1C[C@@H]2[C@H](c3ccccc31)[C@H](CO)N2C(=O)c1ccccc1F,-1,-16,11,1,-6,-3,-1
CCCCN(CCCC)Cc1cc(=O)oc2ccc3ccccc3c12,6,1,4,-4,-1,/,3
CC(Nc1nc(-c2ccccc2)nc2ccccc12)c1ccccc1 (stereo not given),13,2,30,/,1,22,-1
O=C(C[C@H]1C=C[C@@H](NS(=O)(=O)c2ccc(F)cc2)[C@H](CO)O1)NCc1ccncn1,1,3,-6,0,10,-14,-1
COc1ccc(/C=C(\NC(=O)c2ccc([N+](=O)[O-])cc2)C(=O)N2CCOCC2)cc1,2,0,-1,-2,/,1,-1
COc1ccc(S(=O)(=O)N2CCC3(CC2)CC(=O)c2ccccc2O3)cc1C,-1,-5,-4,-1,-5,-6,-1
COCCN1C[C@@H](CO)O[C@@H](n2cnc3c(NCc4ccncc4)ncnc32)C1,-5,1,6,/,0,/,14
C[C@@H]1CN([C@@H](C)CO)S(=O)(=O)c2ccc(C#CC(C)(C)O)cc2O[C@H]1CN(C)C(=O)CC1CC1,-12,/,12,1,6,-5,4
C[C@H](CO)N1C[C@H](C)[C@H](CN(C)Cc2ccc(-c3ccccc3)cc2)Oc2c(NC(=O)Nc3ccc(C(F)(F)F)cc3)cccc2C1=O,9,/,-1,5,5,-1,-3
COc1ccc(N2C(=O)c3[nH]nc(-c4ccccc4)c3C2c2cccc(C(F)(F)F)c2)cc1 (stereo not given),5,14,5,0,-6,/,0
CCCCS(=O)(=O)N1CCC(C(=O)Oc2ccccc2OC)CC1,0,25,-11,-5,-4,2,-2
c1ccc(OCCCn2ccnc2)cc1,-3,20,7,-3,-2,-3,-2
CCCN(CC(=O)Nc1ccccc1C)C(=O)c1ccc(Cl)c(S(=O)(=O)N2CCCC2)c1,-5,0,-3,-4,5,-3,-15
CCCC(c1nnnn1C1CCCCC1)N1CCN(C(=O)c2ccco2)CC1 (stereo not given),0,-1,2,-3,-3,-10,0
O=C(C[C@H]1C=C[C@H](NC(=O)Cc2cccnc2)[C@@H](CO)O1)NCc1ccc2c(c1)OCO2,1,7,14,5,-4,-10,-3
Cc1ccc(CNC(=O)CCC(=O)N2CC(C)Oc3ccccc32)cc1 (stereo not given),-4,9,-7,-3,1,37,0
O=C(COC(=O)c1ccc2ccccc2c1O)Nc1ccccc1,-2,1,-3,-2,-4,/,1
COc1ccc(-c2cnc3c(c2)C(=O)N([C@@H](C)CO)C[C@H](C)[C@@H](CN(C)C(=O)NC2CCCC2)O3)cc1,-10,-3,5,-5,16,-14,2
CC(C)OC(=O)CC1C(=O)NCCN1C(=S)NC(=O)CCc1ccccc1 (stereo not given),-7,4,-9,-2,7,-6,-5
COc1ccc(/C=c2\s/c(=C/C(=O)c3ccc(C)cc3)[nH]c2=O)c(OC)c1,-13,-3,0,-1,7,7,-2
C[C@@H]1CN([C@H](C)CO)C(=O)c2cccc(NC(=O)Nc3cccc4ccccc34)c2O[C@H]1CN(C)C(=O)Nc1ccccc1,4,/,5,4,?,16,/
O=C(CC1CC1)N1[C@H](CO)[C@@H](c2ccccc2)C12CN(Cc1cc(F)ccc1F)C2,5,/,-3,-7,-1,/,5
